From PubChem BioAssay
HPDE-C7 cytotoxicity: cytotoxicity in HPDE-C7 cells, cell-based, fluorescence, HTS (AID 430); HPDE-C7 pancreatic duct cells viability, fluorescence; higher % means a stronger effect; cytotoxicity, % at 10 µM; hits with a dose series show EC50 in µM; 63,000 compounds, 1.8% hits;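 note: cells exposed to compound for 48 hours before viability readout; 0% = vehicle and 100% = reference cytotoxic drug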
TNAP inhibition: human TNAP enzyme inhibitors, biochemical, luminescent (AID 518) | purified TNAP enzyme, luminescent substrate readout; higher % means a stronger effect | 64,000 compounds, 0.09% hits | inhibition, % at 20 µM; hits with a dose series show IC50 in µM; in the data active = a potency from the dose series; inactive = the rest, 99 in 100 with inhibition below about 22%;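 note: plate controls were vehicle for no effect and reference inhibitor for full effect; many of its hits are not listed in these tables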
Spn DPM-DC inh: inhibitors of Streptococcus pneumoniae diphosphomevalonate decarboxylase. purified DPM-DC, PK/LDH coupled NADH fluorescence. calls only at 10 µM. 65,000 compounds, 0.49% hits. AID 556;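 active = the 320 compounds with the highest percent inhibition in the single-dose primary screen, excluding strongly autofluorescent ones, cut at about 32% in these data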;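 note: kinetic rate of NADH fluorescence loss reporting ADP formed by the decarboxylase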
HT1080 viability: cytotoxicity in HT1080 fibrosarcoma cells, cell-based, fluorescence readout (AID 620); HT1080 viability, fluorescence; higher % means a stronger effect; one-dose cytotoxicity, % at 10 µM; EC50 in µM for titrated hits; 87,000 compounds, 0.42% hits;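 note: cells exposed to compound overnight then 4 h with Alamar Blue; 0% = vehicle DMSO and 100% = killing control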
LYP phosphatase: inhibition of human PTPN22 tyrosine phosphatase – biochemical, DiFMUP fluorescence, recombinant catalytic domain, 10 µM, primary screen (AID 606) | 52,000 tested, under 10 active | recombinant LYP catalytic domain, DiFMUP fluorescence; higher % means a stronger effect | inhibition, % at 10 µM, or IC50 in µM where a hit was titrated;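 active = IC50 under 40 µM in the dose-response test; inactive = IC50 of 40 µM or more, or never dose-tested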
Bfl-1 inhibitors: Bfl-1 inhibitors, primary screen, biochemical, fluorescence polarization, FITC-Bid, mouse (AID 432); displacement, % at 20 µM, or IC50 in µM where a hit was titrated; 64,000 compounds, 0.02% hits; FITC-Bid BH3 peptide fluorescence polarization displacement; higher % means a stronger effect; in the data active = a potency from the dose series; inactive = the rest, 99 in 100 with displacement below about 15%; note: strong numbers were not always called active
MK inhibit: blocks S. pneumoniae mevalonate kinase. inhibition, % at 10 µM. purified MK, PK/LDH-coupled NADH absorbance 340 nm. 65,000 compounds, 0.48% hits;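 active = ranked among the strongest by inhibition in the single 10 µM screen, a fixed top-ranked set picked for dose follow-up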; note: no value below 0 was filed
HPDE-C7K KRASV12: cytotoxicity in KRAS-transformed pancreatic duct cells, primary screen, cell-based, fluorescence, HTS (AID 431); cytotoxicity, % at 10 µM; hits with a dose series show EC50 in µM; HPDE-C7K KRASV12 cells, Alamar Blue viability, 48 h; higher % means a stronger effect; 63,000 compounds, 1.7% hits;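 active = compounds whose percent cytotoxicity in the single-dose primary screen, scaled between solvent and toxic-drug controls, exceeds 50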;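 note: 0% = DMSO solvent wells and 100% = doxorubicin-treated wells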
Spn PMK inh: blocks S. pneumoniae phosphomevalonate kinase; purified PMK, PK/LDH-coupled NADH absorbance 340 nm; 65,000 compounds, 0.49% hits; inhibition, % at 10 µM; AID 539;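 active = top-ranked compounds by inhibition in the single 10 µM screen, taking a fixed number of the strongest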;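 note: 0% = full reaction with DMSO carrier and 100% = background rate without enzyme reaction; no value below 0 was filed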
Spn PMK inh pilot replicates: further read-out of Spn PMK inh, marked with its call; inhibition, %; measured here: pilot screen replicates
MK inhibit pilot replicates: further read-out of MK inhibit, marked with its call; inhibition, %; measured here: pilot screen replicates
Spn DPM-DC inh pilot screen %: also measured in Spn DPM-DC inh; calls as there; inhibition, %; measured here: pilot screen trials
Numbers without * were called inactive; i = inactive; . = no result given. Cut-off read from the data, not from the text of the source, unless noted: active = cytotoxicity above about 50%; inactive = the rest.

SMILES	HPDE-C7 cytotoxicity	TNAP inhibition	Spn DPM-DC inh	HT1080 viability	LYP phosphatase	Bfl-1 inhibitors	MK inhibit	HPDE-C7K KRASV12	Spn PMK inh	others
COc1ccc(OC)c(NC(=O)CSC2=NCCS2)c1	4%	8%	i	5%	7%	4%	10	2%	9
CNc1nc(C)c(C(=O)OCC(=O)OC)s1	-4%	13%	i	30%	-6%	5%	1	-8%	1
COc1ccccc1-c1c(C)nn2c(N3CCN(c4ccccc4OC)CC3)cc(C)nc12	17%	9%	i	-6%	-1%	3%	11	7%	21
C=CCSc1nc(N)c(C(=O)Nc2ccccc2C)cc1C(N)=O	-4%	6%	i	11%	13%	0%	8	3%	7	Spn PMK inh pilot replicates=0.0;MK inhibit pilot replicates=1.0;Spn DPM-DC inh pilot screen %=0.0
O=C(c1coc(=O)c(Br)c1)N1CCOCC1	0%	5%	i	-6%	-1%	4%	0	4%	3
COc1ccc(NC(=O)c2cc(C(C)C)on2)cc1OC	-5%	8%	i	4%	11%	1%	4	-6%	7
CC(C)COC(=O)NCCCOC(=O)Nc1ccccc1	-11%	6%	i	3%	15%	-1%	4	-8%	15
CC(C)C[C@H](NC(=O)Nc1cccc(Cl)c1)C(=O)O	.	14%	i	4%	5%	-2%	3	.	10
N#Cc1nc(-c2ccc(OCc3ccccc3)cc2)oc1N1CCOCC1	14%	12%	i	9%	.	-2%	17	19%	15
CCOC(=O)COc1cc2c(C(=O)OCC)c(C)oc2cc1Br	-5%	14%	i	2%	5%	-5%	6	-5%	8
CC(C)N(Cc1cc2ccccc2[nH]c1=O)C(=O)C1CCCCC1	-14%	6%	i	16%	9%	7%	7	-19%	8
O=C(Nc1nc(-c2ccco2)cs1)c1ccccc1	14%	7%	i	-17%	4%	1%	.	21%	5
CC(=O)Nc1ccccc1OCC(=O)c1cc(C)n(Cc2cccs2)c1C	0%	14%	i	3%	24%	-3%	0	9%	12	Spn PMK inh pilot replicates=0.0;MK inhibit pilot replicates=0.0;Spn DPM-DC inh pilot screen %=0.0
CC1OC2C(OC1C)N(S(C)(=O)=O)CCN2S(C)(=O)=O (stereo unspecified)	-14%	12%	i	14%	.	5%	9	-7%	0
NC(=O)c1oc2ccc(Cl)cc2c1N	-6%	11%	.	29%	.	-1%	7	10%	11
O=C(CN1C(=O)C2CC=CCC2C1=O)Nc1ccc(-c2nnc3n2CCCCC3)cc1 (stereo unspecified)	-10%	9%	i	-2%	-2%	-7%	6	-9%	15
CCCc1nc2oc3c(NCC4CCCO4)ncnc3c2c2c1COC(C)(C)C2 (stereo unspecified)	16%	3%	i	1%	18%	-2%	7	13%	3
OC(c1ccc(Cl)cc1Cl)C(Cc1cccnc1)n1cncn1 (stereo unspecified)	.	3%	i	27%	7%	-14%	6	.	9
CC(C)(C)NC(=O)/C=N/O	6%	11%	i	-1%	6%	-11%	0	4%	9
CC1(C)CC(=O)C(C=NCCN2CCNC2=O)=C(O)C1	1%	17%	i	.	14%	-7%	12	-2%	19
CC(c1ccccc1F)n1cc(C(=O)NCc2ccncc2)nn1 (stereo unspecified)	-22%	3%	i	-7%	-6%	-2%	8	-24%	11
COc1ccc(S(=O)(=O)NCc2ccco2)c2ccccc12	15%	9%	i	14%	-4%	4%	7	15%	12
Cc1oc2ccc(OCC(N)=O)cc2c1C(=O)OC(C)C	3%	1%	i	1%	5%	0%	6	6%	7
COC(=O)C1=C(C)NC(=O)C1(NC(=O)c1cccnc1)C(F)(F)F (stereo unspecified)	-7%	14%	i	-6%	-11%	-7%	5	-14%	13	Spn PMK inh pilot replicates=3.5;MK inhibit pilot replicates=3.0;Spn DPM-DC inh pilot screen %=2.0
c1cnc(Oc2ccc3oc4ccccc4c3c2)nc1	-8%	1%	i	-6%	.	-7%	2	0%	16
c1ccc(CCc2nn3c(Cn4cnc5ccccc54)nnc3s2)cc1	-21%	11%	i	-4%	.	2%	7	-1%	0	Spn PMK inh pilot replicates=1.5;MK inhibit pilot replicates=1.0;Spn DPM-DC inh pilot screen %=0.0
O=C(C1CCN(S(=O)(=O)c2ccc3ccccc3c2)CC1)N1CCN(c2ncccn2)CC1	-5%	7%	i	12%	10%	-3%	10	-1%	8
Cc1csc2nc(CNS(=O)(=O)c3ccc(-c4ccccc4)cc3)cn12	-27%	-13%	i	-1%	-6%	-10%	0	-25%	11
CSc1nn(CCc2ccncc2)c(=S)s1	-4%	8%	i	3%	.	-8%	2	1%	1
O=C(CCn1c(=O)oc2ccccc21)NCc1cccs1	.	.	i	7%	-10%	.	5	.	15
CCCc1cc(C(=O)NCc2ccco2)no1	-11%	5%	i	0%	4%	-1%	10	-7%	8
C=CCN=C1CC(C)(C)CC(=O)/C1=C(/O)CCC(=O)OC	-15%	6%	i	-5%	11%	-4%	2	-13%	3
COc1ccc(NC(=O)Cc2cccs2)c(OC)c1	2%	9%	i	2%	-1%	-3%	2	2%	0
COc1ccccc1Nc1ccc(C(=O)NC2CCCCC2)cn1	0%	20%	i	0%	8%	-2%	2	26%	14	Spn PMK inh pilot replicates=7.0;MK inhibit pilot replicates=0.5;Spn DPM-DC inh pilot screen %=2.5
CCCn1c(CN2CCN(c3cccc(Cl)c3)CC2)nc2c1c(=O)n(C)c(=O)n2C	4%	1%	i	4%	-1%	6%	3	7%	14
CC1(C)Cc2ccccc2-c2nnc(-c3ccccn3)n21	-11%	7%	i	6%	13%	-3%	6	-5%	12
c1ccc(-c2nc3ccccc3o2)nc1	-4%	2%	i	1%	15%	-3%	4	1%	12
O=C(NCCc1c[nH]c2ccccc12)c1ccc(S(=O)(=O)NCc2ccco2)cc1	52%*	22%	i	8%	15%	2%	5	51%*	0	Spn PMK inh pilot replicates=4.0;MK inhibit pilot replicates=2.0;Spn DPM-DC inh pilot screen %=0.0
COc1ccc(-c2nnc(SCC(=O)N3CCCc4ccccc43)o2)cc1OC	.	.	i	-5%	12%	.	11	.	8
CC(C)(C)NC(=O)C(Cc1ccccc1)NS(=O)(=O)c1cccc2nsnc12 (stereo unspecified)	-9%	17%	i	-5%	8%	-5%	0	3%	16	Spn PMK inh pilot replicates=8.5;MK inhibit pilot replicates=0.0;Spn DPM-DC inh pilot screen %=3.0
CC(=O)Nc1cccc(NC(=O)CCCC(=O)O)c1	2%	10%	i	-1%	8%	0%	16	8%	15
Cc1ccc2cccc(O)c2[n+]1[O-]	-19%	8%	i	-1%	.	-1%	2	-13%	23
Cc1ccc(N2CC(C(=O)Nc3ccc(S(=O)(=O)N4CCOCC4)cc3)CC2=O)cc1 (stereo unspecified)	-18%	5%	i	-5%	7%	-8%	4	-9%	10
O=C1CCCN1CCCNc1ccc(S(=O)(=O)N2CCCCC2)cn1	9%	8%	i	-1%	5%	6%	5	5%	13
COc1ccc2c(c1)C(=NO)c1cc(OC)ccc1-2	16%	22%	i	-2%	-4%	-3%	0	18%	8	Spn PMK inh pilot replicates=1.5;MK inhibit pilot replicates=14;Spn DPM-DC inh pilot screen %=0.0
COc1ccc(NC(=O)CSc2nc3c(c(=O)n2-c2ccc(F)cc2)SCC3)c(OC)c1	7%	16%	i	-2%	4%	2%	0	11%	11	Spn PMK inh pilot replicates=2.0;MK inhibit pilot replicates=0.0;Spn DPM-DC inh pilot screen %=3.5
Cc1cc(C(=O)CSc2nnc(-c3cccc(F)c3)n2N)c(C)n1Cc1ccc2c(c1)OCO2	6%	10%	i	-17%	.	3%	5	13%	10
O=C(Nc1ccc(C(F)(F)F)cc1)C1CCCN1S(=O)(=O)c1cccc2cccnc12 (stereo unspecified)	21%	18%	i	-3%	0%	-1%	4	17%	8
CSc1ccccc1C(=O)NCc1ccc2c(c1)OCO2	-3%	7%	i	12%	6%	-3%	0	-4%	3
Cc1nc(NCCO)c2nnn(Cc3ccccc3F)c2n1	-5%	9%	i	-12%	10%	1%	4	-1%	12
COc1cccc(-c2nnn(CC(=O)O)n2)c1	-7%	18%	i	9%	-2%	1%	10	0%	6	Spn PMK inh pilot replicates=1.0;MK inhibit pilot replicates=0.0;Spn DPM-DC inh pilot screen %=2.5
COc1ccc(Cl)cc1NC(=O)C1CCCN(S(=O)(=O)c2cccc3nonc23)C1 (stereo unspecified)	-13%	2%	i	.	5%	2%	54*	-6%	17
Cn1c(=O)n(C)c2cc(S(=O)(=O)N3CCCc4ccccc43)ccc21	21%	6%	i	3%	1%	-3%	10	29%	5
Cc1cc(C)nc(-n2c(Nc3ccccc3)cc(=O)c3c(C)n(-c4ccccc4)c(=O)nc32)n1	-2%	8%	i	-2%	.	-5%	10	5%	6
CCC1=NC(c2ccccc2OC)N(O)C1(C)C (stereo unspecified)	-6%	13%	i	-9%	-5%	1%	0	0%	0
COCc1cc(C)nc2sc(C(=O)N3CCCC3)c(N)c12	0%	9%	i	0%	10%	-3%	9	-2%	0
COc1ccc(C(=O)NCc2nnc(SC)n2C2CCCCC2)cc1	-8%	10%	i	0%	.	4%	2	8%	6	Spn PMK inh pilot replicates=9.0;MK inhibit pilot replicates=0.5;Spn DPM-DC inh pilot screen %=1.0
COc1ccc(NC(=O)C(C)NS(=O)(=O)c2ccc(NC(C)=O)cc2)cc1Cl (stereo unspecified)	-24%	14%	i	-6%	18%	3%	0	-20%	11	Spn PMK inh pilot replicates=2.0;MK inhibit pilot replicates=0.0;Spn DPM-DC inh pilot screen %=0.0
CCn1c(=O)n(CC(=O)NCc2ccccc2OC)c(=O)c2ccccc21	11%	24%	i	30%	-3%	-3%	2	13%	4	Spn PMK inh pilot replicates=4.0;MK inhibit pilot replicates=1.5;Spn DPM-DC inh pilot screen %=0.5
COc1cc(NS(=O)(=O)c2ccc(NC(C)=O)cc2)cc(OC)c1	7%	13%	i	1%	8%	0%	0	17%	11
Other structures
SMILES	HPDE-C7 cytotoxicity	TNAP inhibition	Spn DPM-DC inh	HT1080 viability	LYP phosphatase	Bfl-1 inhibitors	MK inhibit	HPDE-C7K KRASV12	Spn PMK inh	others
Cc1ccc2c(C)c(C(=O)Nc3nnc(C)s3)oc2c1	9%	2%	i	1%	2%	-1%	9	10%	6
COc1cc2c(cc1OC)C(c1ccc(C)o1)CC(=O)N2 (stereo unspecified)	7%	17%	i	2%	5%	0%	0	10%	1	Spn PMK inh pilot replicates=2.0;MK inhibit pilot replicates=1.5;Spn DPM-DC inh pilot screen %=1.5
CN1Cc2cc(C(=O)c3cc(Cl)cc(CSc4ncccn4)c3O)cnc2NC1=O	68%*	16%	i	70%*	9%	2%	10	66%*	9
C1=C(c2ccccc2)CCN(c2ncnc3nc[nH]c23)C1	-4%	-10%	i	1%	-21%	6%	14	2%	6
NCCNCCNCCN	.	.	i	-1%	21%	.	0	.	2
